Screens as filed in PubChem.
LYPLA1 counter: LYPLA1 inhibitors, primary screen, counter-screen for PME1 inhibitor project, biochemical, fluorescence polarization, FP-Rh probe ABPP. recombinant LYPLA1. inhibition, % at 5.9 µM. hit rate 0.16% among 320,000. AID 2174, 2009;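 active = inhibition above the mean of all tested compounds plus 3 SD, set per campaign, cut at about 14% in these data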;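 also: inhibitors block serine hydrolase probe labeling of LYPLA1 so polarization falls; 0% = enzyme with DMSO and 100% = wells lacking LYPLA1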
Target sequence (O75608 whole entry, looked up): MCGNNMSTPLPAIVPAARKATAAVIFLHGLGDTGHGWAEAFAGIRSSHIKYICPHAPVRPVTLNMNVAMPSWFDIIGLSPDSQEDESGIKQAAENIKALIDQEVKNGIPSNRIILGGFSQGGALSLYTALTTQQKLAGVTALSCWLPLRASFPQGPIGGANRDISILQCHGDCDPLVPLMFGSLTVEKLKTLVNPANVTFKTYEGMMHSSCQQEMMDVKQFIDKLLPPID
PAFAH1B3 FP inh: PAFAH1B3 enzyme inhibitors, primary screen, biochemical, fluorescence polarization, human; recombinant PAFAH1B3, FP-rhodamine probe; inhibition, % at 3.39 µM; AID 492972, 2010; hit rate 0.28% among 340,000; Platelet-activating factor acetylhydrolase IB subunit alpha1 (Homo sapiens), Q15102;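 active = inhibition above the screen-wide average of all tested compounds plus 3 SD, cut at about 25% in these data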;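 also: 0% = enzyme with DMSO only and 100% = wells lacking PAFAH1B3 protein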
Target sequence (Q15102 whole entry, looked up): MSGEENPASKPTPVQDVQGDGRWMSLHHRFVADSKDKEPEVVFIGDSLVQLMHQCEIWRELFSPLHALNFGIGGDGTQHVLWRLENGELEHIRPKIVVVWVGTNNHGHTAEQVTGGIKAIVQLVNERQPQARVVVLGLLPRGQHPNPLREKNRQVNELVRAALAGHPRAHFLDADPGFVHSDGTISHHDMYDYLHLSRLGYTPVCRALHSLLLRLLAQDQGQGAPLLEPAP
GSTO1 inh: inhibitors of recombinant GSTO1, primary screen, counter-screen for RBBP9 inhibitor project, biochemical, fluorescence polarization | inhibition, % at 5.96 µM | hit rate 1.1% among 300,000 | activity-based probe fluorescence polarization;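 active = inhibition above the campaign mean inhibition plus 3 SD, cut at about 35% in these data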;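 also: 0% = GSTO1-1 with DMSO and 100% = wells lacking GSTO1-1 enzyme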
PAFAH2 inh: PAFAH2 enzyme inhibitors, primary screen, biochemical, fluorescence polarization, human; inhibition, % at 3.39 µM; recombinant PAFAH2, FP-rhodamine activity probe; Platelet-activating factor acetylhydrolase 2, cytoplasmic (Homo sapiens), Q99487; hit rate 0.99% among 340,000;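 active = inhibition above the mean over all tested compounds plus 3 SD, cut at about 30% in these data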;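 also: inhibitors block probe labeling of enzyme so polarization drops; 0% = enzyme with DMSO and 100% = wells lacking PAFAH2 protein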
LYPLA2 counter: LYPLA2 inhibitors, primary screen, counter-screen for PME1 inhibitor project, biochemical, fluorescence polarization, FP-Rh probe ABPP; Acyl-protein thioesterase 2 (Homo sapiens), O95372; recombinant LYPLA2; inhibition, % at 5.9 µM; hit rate 0.38% among 320,000; AID 2177, 2009;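 active = inhibition above the screen-wide mean plus 3 SD, limit set per campaign, cut at about 26% in these data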;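 also: 0% = LYPLA2 with DMSO and 100% = wells lacking LYPLA2 enzyme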
Target sequence (O95372 whole entry, looked up): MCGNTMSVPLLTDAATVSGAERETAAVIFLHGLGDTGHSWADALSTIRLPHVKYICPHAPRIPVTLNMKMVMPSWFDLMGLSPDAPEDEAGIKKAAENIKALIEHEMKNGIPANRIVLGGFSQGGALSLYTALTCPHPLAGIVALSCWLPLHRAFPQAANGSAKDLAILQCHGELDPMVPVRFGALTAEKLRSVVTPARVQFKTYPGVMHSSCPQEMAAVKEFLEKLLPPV
PAFAH1B2 inh: PAFAH1B2 enzyme inhibitors, primary screen, biochemical, fluorescence polarization, human. Platelet-activating factor acetylhydrolase IB subunit alpha2 (Homo sapiens), P68402. recombinant PAFAH1B2, FP-rhodamine activity probe. inhibition, % at 3.39 µM. hit rate 1.2% among 340,000;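 active = inhibition above the mean of all tested compounds plus 3 SD, cut at about 24% in these data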;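 also: 0% = enzyme with DMSO and 100% = wells lacking PAFAH1B2; many of its hits are not listed in these tables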
Target sequence (P68402 whole entry, looked up): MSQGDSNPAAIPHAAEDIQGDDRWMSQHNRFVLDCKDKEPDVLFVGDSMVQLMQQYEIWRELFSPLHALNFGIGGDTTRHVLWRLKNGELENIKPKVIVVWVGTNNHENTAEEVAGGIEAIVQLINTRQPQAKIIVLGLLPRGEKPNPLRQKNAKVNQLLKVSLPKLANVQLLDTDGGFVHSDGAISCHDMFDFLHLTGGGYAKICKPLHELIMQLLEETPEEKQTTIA
PME-1 primary: PME-1 inhibitors via competitive probe labeling, primary screen, biochemical, fluorescence polarization, FP-Rh probe, HTS; Protein phosphatase methylesterase 1 (Homo sapiens), Q9Y570; recombinant PME-1; inhibition, % at 5.9 µM; hit rate 0.53% among 320,000; AID 2130, 2009;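 active = inhibition above the campaign mean of all compounds plus 3 SD, cut at about 26% in these data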;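 also: competitive labeling of PME-1 active site by serine hydrolase directed probe; 0% = PME-1 with DMSO and 100% = wells lacking PME-1 enzyme; inhibitors block probe labeling so polarization falls and inhibition rises; many of its hits are not listed in these tables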
PAD4 FP inh: human PAD4 inhibitors, primary screen, biochemical, fluorescence polarization, 1536-well format; Protein-arginine deiminase type-4 (Homo sapiens), Q9UM07; hit rate 0.41% among 330,000; recombinant PAD4, RCA probe fluorescence polarization; inhibition, % at 6.36 µM;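 active = percent inhibition above a cutoff equal to the mean of all tested compounds plus 3 SD, cut at about 15% in these data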;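 also: 0% = PAD4 with RCA probe and DMSO and 100% = probe without PAD4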
pPAFAH inh: pPAFAH enzyme inhibitors, primary screen, biochemical, fluorescence polarization, human; hit rate 1.5% among 330,000; Platelet-activating factor acetylhydrolase (Homo sapiens), Q13093; AID 463082, 2010; recombinant pPAFAH, FP-rhodamine probe fluorescence polarization; inhibition, % at 3.39 µM;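 active = inhibition above the mean inhibition across the screen plus 3 SD, cut at about 25% in these data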;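 also: inhibitors block binding of the rhodamine activity-based probe so polarization drops; 0% = enzyme with DMSO and 100% = wells lacking pPAFAH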
* marks the source's active call; other numbers are inactive results; . = no result given. Not all compounds are listed; rates above refer to the full screens.

Every second line gives: LYPLA1 counter | PAFAH1B3 FP inh | GSTO1 inh | PAFAH2 inh | LYPLA2 counter | PAFAH1B2 inh | PME-1 primary | PAD4 FP inh | pPAFAH inh
[1] CCOC(=O)N1CCC(N(CCOC)C(=O)Nc2ccc(C)c(C)c2)CC1
  -2 | 7 | 1 | 5 | -5 | 6 | -2 | 3 | -1
[2] CC(c1ccc(F)cc1)n1cc(S(=O)(=O)N2CCCC2)ccc1=O (stereo not given)
  3 | 5 | . | -1 | -5 | 7 | 0 | -4 | -4
[3] C=CCNC(=S)NNC(=O)C(CCCC)CC(C)O (stereo not given)
  -1 | 6 | 12 | 3 | 1 | -1 | -5 | 5 | 4
[4] C=CCOc1cccc(C(=O)N(C)C2CCCN(Cc3ccccc3F)C2)c1 (stereo not given)
  1 | 9 | 2 | 8 | 4 | -1 | 10 | -2 | -4
[5] O=C1N=C(c2ccccc2)C(c2ccccc2)N1 (stereo not given)
  3 | 1 | 1 | -1 | 5 | 6 | 1 | 1 | -1
[6] Cc1ccc(CCNC(=O)c2nnn(-c3cccc(C)c3)c2N)cc1
  -1 | -5 | 0 | 3 | 3 | 19 | -5 | 5 | 8
[7] Cc1cnc(=O)[nH]c1SCc1ccccc1F
  2 | 8 | -7 | 2 | -3 | -4 | 1 | -6 | 10
[8] COc1ccc(C2C(C(=O)c3sc(C)nc3C)=C(O)C(=O)N2CCN(C)C)cc1 (stereo not given)
  1 | 7 | -8 | 4 | -9 | 0 | 4 | -5 | -1
[9] Clc1cccc(CN2C3=NCCCN3c3ccccc32)c1
  -5 | -1 | -2 | -7 | -6 | 3 | -4 | 4 | 5
[10] O=c1[nH][nH]c2ccccc2c1=O
  -1 | . | 0 | . | -7 | . | -6 | -5 | -5
[11] COc1ccccc1NC(=O)CSc1nnc(NC(=O)C2CC2)s1
  -1 | -2 | 7 | 2 | 1 | 8 | 3 | -8 | -1
[12] CN(C(=O)CO/N=C/c1ccc(Cl)cc1)c1ccccc1
  0 | 8 | 7 | 12 | -3 | 7 | 6 | -4 | 0
[13] Cc1cc(F)c(F)c(C(=O)N2CCOCC2)c1Cl
  0 | 0 | -6 | 10 | -1 | 3 | 2 | 2 | 3
[14] O=C(Nc1ccc(F)cc1F)c1ccc2ncsc2c1
  -3 | 6 | 1 | 1 | -3 | 1 | -1 | 6 | 2
[15] CCS(=O)(=O)Nc1c(C(=O)OC)[nH]c2ccccc12
  -5 | 1 | -3 | -4 | -5 | -1 | 5 | 3 | 0
[16] CC(C)C(NC(=O)c1ccco1)C(=O)NCc1ccc(C(=O)O)cc1 (stereo not given)
  0 | 6 | -3 | 7 | 4 | 1 | 2 | 1 | 1
[17] COc1cccc(NC(=S)N(CCCN2CCOCC2)C(C)c2cc3cccc(OC)c3o2)c1 (stereo not given)
  1 | 2 | 1 | 1 | 1 | 1 | -5 | -1 | 11
[18] Cc1ccc(S(=O)(=O)N(C)c2nc3ccccc3[nH]c2=S)cc1
  -2 | 7 | 19 | 1 | 2 | 9 | 17 | 9 | 0
[19] COC(=O)CSc1nnc(CNS(=O)(=O)c2ccc(C)cc2)n1C
  2 | 9 | 2 | -1 | 8 | 3 | 0 | -6 | 6
[20] O=C(c1ccc(NS(=O)(=O)c2ccc(F)cc2)cc1)N1CCN(c2ccccc2O)CC1
  -2 | 12 | -2 | 13 | 5 | 13 | 0 | 1 | 17
[21] CCSc1nc2sc3c(c2c(=O)[nH]1)CC(C)(C)OC3
  2 | 12 | -15 | 3 | 3 | 7 | -9 | 3 | 8
[22] CCOc1cc(C(=O)N/N=C/C(Br)=C/c2ccccc2)cc(OCC)c1OCC
  -19 | -17 | 1 | -27 | -23 | -8 | -29 | -6 | 2
[23] COC(CNC(=O)C1CCCN(S(=O)(=O)c2ccc3c(c2)oc(=O)n3C)C1)OC (stereo not given)
  3 | 11 | 3 | 4 | 7 | -1 | 3 | -9 | 4
[24] Cc1ccc(NC(=O)c2cc(NC(=O)CCC(=O)O)ccc2N2CCCCC2)cc1
  3 | 6 | 8 | 2 | 2 | 6 | 2 | -2 | 21
[25] CC1Cc2ccccc2N1C(=O)Cn1c(=O)oc2cc(S(=O)(=O)NC3CCCC3)ccc21 (stereo not given)
  -2 | 2 | -5 | 6 | -3 | -4 | -6 | -1 | 12
[26] CCC(C)C(=O)Nc1ccc(S(=O)(=O)N2CCCC2)cc1 (stereo not given)
  2 | 14 | 4 | -1 | -1 | 1 | 3 | 0 | 3
[27] Cc1cccc(CCNS(=O)(=O)c2ccc3c(c2)oc(=O)n3C)c1
  1 | -3 | 55* | -3 | -4 | 1 | 3 | 9 | 7
[28] O=c1[nH]c2ccccc2cc1CN(Cc1ccco1)S(=O)(=O)c1ccc(F)cc1
  0 | 10 | 3 | 7 | 6 | 2 | 4 | 1 | 16
[29] CN(C1CCCCC1)S(=O)(=O)c1ccc2c(c1)c(=O)c(C(=O)NCCCN1CCCC1)cn2C
  1 | -1 | 0 | 8 | -8 | -4 | 4 | -2 | 7
[30] COc1ccc(N/C(=N\c2nc(C)cc(C)n2)NC(=O)C(C)C)cc1OC
  -1 | 10 | 2 | 0 | 4 | 8 | -2 | -5 | 11
[31] Cc1ccc(-c2nc3ccccc3c(=O)n2NC(=S)N(C)C)cc1
  -1 | 12 | -2 | -6 | 0 | 0 | -4 | -1 | -1
[32] COc1cccc2c1C(CO)N1C(C#N)C3CC(C(=O)O)C(C1C2)N3C (stereo not given)
  -3 | 2 | 2 | 0 | -4 | 6 | 0 | -2 | 3
[33] C=CCn1c2ccccc2c2nnc(SC(CC)C(=O)Nc3sc4c(c3C#N)CCCC4)nc21 (stereo not given)
  2 | 12 | 2 | -19 | 5 | -5 | 0 | 0 | 3
[34] Cc1ccc(OC(C)C(=O)Nc2ccncc2)cc1 (stereo not given)
  -3 | 0 | -8 | -2 | -4 | 9 | 6 | -5 | 8
[35] O=C(O)CCC(NC(=O)C1CCCN1C(=O)OCc1ccccc1)C(=O)O (stereo not given)
  -23 | 7 | -5 | 4 | -9 | 5 | -3 | -1 | -2
[36] CC(C)(C)c1ccc(NC(=O)COC(=O)CCN2C(=O)c3cccc([N+](=O)[O-])c3C2=O)cc1
  -2 | -1 | 4 | -3 | -4 | 6 | -1 | -3 | 0
[37] O=C1c2ccccc2C(Nc2ccc3nc(-c4cccnc4)[nH]c3c2)N1Cc1ccco1 (stereo not given)
  2 | 12 | -1 | -1 | -2 | 3 | 7 | 1 | 16
[38] Cc1sc2ncnc(SCC(=O)N3CCCC(C(N)=O)C3)c2c1C (stereo not given)
  -1 | 8 | -4 | 5 | -1 | -2 | 1 | 1 | 1
[39] CCOC(=O)CN(C(=O)CSc1nnc(Cc2ccccc2)n1-c1ccc(C)cc1)c1ccccc1
  -2 | 1 | 4 | 1 | 8 | 2 | -10 | -3 | 13
[40] C[C@H](Cc1ccccc1)Nc1ncnc2c1ncn2[C@@H]1O[C@H](CO)[C@@H](O)[C@H]1O
  -2 | 13 | 3 | -3 | 4 | 1 | -3 | -2 | 3
[41] CN(Cc1nc(CCc2ccccc2)no1)Cc1cccs1
  0 | -2 | 4 | 4 | 4 | 2 | 5 | -1 | 8
[42] Cn1cc(/C=N/NC(=O)c2ccccc2O)c2ccccc21
  -1 | 3 | 2 | 3 | 2 | 6 | 8 | -6 | 5
[43] COc1ccc(S(=O)(=O)c2c(O)c3ccc(C(=O)Nc4cccc(F)c4)cc3[nH]c2=O)cc1
  -14 | 5 | -29 | 4 | -11 | -6 | -10 | 0 | -14
[44] CCC(CC)C(=O)c1c[nH]c(C(=O)NCc2ccccn2)c1
  -3 | 11 | 8 | -8 | 1 | -2 | -7 | 0 | 4
[45] Cc1ccc(/C=C/C(=O)NC(C)c2ccccc2)cc1 (stereo not given)
  -2 | -1 | -1 | 4 | 1 | 6 | 0 | 0 | -1
[46] Cc1cc(=O)c2c([nH]1)c(C)cc1[nH]c(C)c(C)c12
  2 | 6 | . | -1 | 7 | 2 | 6 | 0 | 13
[47] Cc1cc(C(c2nnnn2Cc2ccccc2)N2CCOCC2)c(C)n1-c1ccc2c(c1)OCO2 (stereo not given)
  3 | 1 | 22 | -4 | 0 | 5 | 6 | -1 | 8
[48] COc1ccc(NC(=O)C(CC(=O)O)Cc2ccccc2)cc1 (stereo not given)
  1 | 4 | 8 | 5 | 0 | 8 | -1 | 1 | 0
[49] CCOc1ccc(NC(=O)CNc2cccc(S(=O)(=O)N3CCCCCC3)c2)cc1OCC
  . | 10 | . | 5 | . | 3 | . | 4 | 2
[50] O=[N+]([O-])c1cnn(-c2nc(-c3cccs3)cc(C(F)(F)F)n2)c1
  2 | 4 | -2 | -3 | 3 | 5 | 2 | -1 | 2

(continued)
Every second line gives: LYPLA1 counter | PAFAH1B3 FP inh | GSTO1 inh | PAFAH2 inh | LYPLA2 counter | PAFAH1B2 inh | PME-1 primary | PAD4 FP inh | pPAFAH inh
[51] CC1CCCN(c2oc(-c3cccc4ccccc34)nc2C#N)C1 (stereo not given)
  0 | 9 | 1 | -5 | 1 | 2 | -1 | 1 | 9
[52] COC(=O)c1ccc(NC(=O)CSc2nnc(-c3ccccc3)n2C)cc1
  2 | 11 | -11 | 8 | -5 | 2 | -2 | -1 | 6
[53] Cc1ccc(S(=O)(=O)N(C)C)cc1NC(=S)N1CCc2ccccc21
  2 | 4 | -13 | 7 | 4 | 2 | 0 | 0 | -6
[54] CC(C)c1nc(SCC(=O)NCC2CCCO2)c2c(=O)n(C)c(=O)n(C)c2n1 (stereo not given)
  -2 | -4 | -1 | -3 | 1 | 2 | 5 | 0 | 3
[55] CCc1nnc(NC(=O)c2ccc(-c3ccc(F)cc3)o2)s1
  -2 | 10 | -3 | 1 | 4 | -2 | -2 | -4 | 6
[56] Cc1nnc(SCc2cc(=O)[nH]c(/N=C(\N)Nc3ccccc3)n2)s1
  0 | 4 | 5 | 2 | 6 | 6 | 4 | 2 | 3
[57] Cn1cnnc1Sc1ccc(C(F)(F)F)cc1[N+](=O)[O-]
  -2 | . | 1 | . | -4 | . | -5 | -1 | 3
[58] COc1cccc(CN2CCN(C(=O)CCc3nnc(C4CCCCC4)o3)CC2=O)c1
  2 | 1 | 4 | -5 | 0 | -2 | 2 | 3 | -2
[59] O=C(N=C1SC2CS(=O)(=O)CC2N1Cc1ccccc1)C1CCCCC1 (stereo not given)
  3 | 11 | -1 | -2 | 1 | 3 | 3 | -2 | 1
[60] CCn1nc(NC(=O)c2ccncc2)c2cc3cc(C)ccc3nc21
  1 | 5 | -10 | -4 | 4 | 8 | -1 | -3 | 2
[61] CCN(CC)CCn1c2c(c(SCC(=O)Nc3cccc4ccccc34)nc1=O)CCCC2
  5 | 5 | -2 | 1 | 10 | -1 | 5 | -2 | 3
